High-throughput results deposited in PubChem by several laboratories.
ZTA counter: ZTA (EBV) inhibition in EBNA-1 counter-screen; actives 0.15% (n = 320,000); inhibition, % at 11 µM; ZTA-DNA binding, fluorescence polarization; P03206; in the data active means inhibition above about 33%
MEX-5 binding: C. elegans MEX-5 TCR-2 RNA binding activity | activity score (negative = inhibition of binding), % at 10 µM | Q9XUB2 | MEX-5/FITC-TCR2 RNA binding, fluorescence polarization; stronger effect = lower value | actives 0.38% (n = 300,000);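 active means inhibition past about -25% in most replicates, and total fluorescence under double the plate's negative control median, limit read from the data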;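 further: 0% = DMSO and -100% = 5 µM competing unlabeled TCR2 RNA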
Target sequence (Q9XUB2 whole entry, looked up): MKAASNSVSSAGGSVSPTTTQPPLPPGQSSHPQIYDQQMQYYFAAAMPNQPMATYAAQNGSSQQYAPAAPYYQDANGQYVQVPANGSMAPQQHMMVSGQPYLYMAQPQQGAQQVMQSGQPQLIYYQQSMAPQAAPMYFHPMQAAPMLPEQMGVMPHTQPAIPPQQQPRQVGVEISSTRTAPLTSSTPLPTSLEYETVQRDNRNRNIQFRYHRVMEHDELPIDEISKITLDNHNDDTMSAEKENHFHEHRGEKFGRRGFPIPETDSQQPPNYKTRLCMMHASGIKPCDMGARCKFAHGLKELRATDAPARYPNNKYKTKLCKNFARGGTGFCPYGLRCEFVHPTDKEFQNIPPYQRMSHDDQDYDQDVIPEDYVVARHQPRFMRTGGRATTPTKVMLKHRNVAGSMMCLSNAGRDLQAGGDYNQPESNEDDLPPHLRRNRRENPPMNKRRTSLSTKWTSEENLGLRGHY
GLD-1 RNA inh: GLD-1-TGE RNA interaction inhibition (C. elegans); purified GLD-1 + fluorescein TGE RNA, fluorescence polarization; inhibition, % at 5.96 µM; actives 0.44% (n = 320,000); AID 2280;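 active means percent inhibition above a per-plate cutoff, the plate mean of test compounds plus 3 SD, cut at about 30% in these data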;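 further: 0% = DMSO wells with GLD-1 and probe and 100% = wells lacking GLD-1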
Efflux pump mplx: blocks antifungal efflux pumps in multiplex yeast assay; S. cerevisiae Candida pump triplex, Nile Red efflux; inhibition, % at 10 µM; actives 0.44% (n = 330,000);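 active means plate passing quality check with inhibition over a set limit, or well fluorescence over plate mean plus 4 SD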;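 further: Nile Red retained in pooled yeast measured as flow cytometry median fluorescence; 0% = buffer negative control and 100% = Enniatin B positive control; higher means more Nile Red kept so more efflux inhibition; some compounds called inactive have numbers as strong as hits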
MCL1 BIM primary: inhibitors of human MCL1 binding to BIM-BH3 peptide | GST-MCL1 / FITC-Bim-BH3 fluorescence polarization | actives 0.68% (n = 320,000) | inhibition, % at 10.9 µM;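 active means inhibition above the mean inhibition of all tested compounds plus 3 SD, set per campaign, cut at about 40% in these data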;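 further: 0% = DMSO wells and 100% = unlabeled Bim-BH3 peptide control; higher means more loss of mP so more displacement of Bim peptide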
Target sequence (Q07820 whole entry, looked up): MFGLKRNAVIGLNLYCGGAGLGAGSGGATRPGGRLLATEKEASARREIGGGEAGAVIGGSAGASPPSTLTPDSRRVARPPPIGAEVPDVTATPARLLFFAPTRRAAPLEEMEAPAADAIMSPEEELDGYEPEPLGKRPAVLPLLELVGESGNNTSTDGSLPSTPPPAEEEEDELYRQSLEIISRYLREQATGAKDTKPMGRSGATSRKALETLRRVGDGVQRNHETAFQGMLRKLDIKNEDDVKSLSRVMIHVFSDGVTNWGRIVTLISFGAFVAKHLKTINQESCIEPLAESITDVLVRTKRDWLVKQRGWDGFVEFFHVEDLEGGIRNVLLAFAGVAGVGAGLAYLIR
BCLXL inh: blocks human Bcl-xL binding to Bim BH3 peptide; Q07817; GST-Bcl-xL / FITC-Bim BH3 peptide fluorescence polarization; inhibition, % at 10.9 µM; actives 0.7% (n = 320,000); AID 2129;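 active means inhibition above the mean of all tested compounds plus 3 SD, cutoff set per campaign, cut at about 30% in these data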;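 further: 0% = DMSO wells and 100% = unlabeled Bim-BH3 peptide competitor; inhibitors lower millipolarization by displacing the labeled peptide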
Target sequence (Q07817 whole entry, looked up): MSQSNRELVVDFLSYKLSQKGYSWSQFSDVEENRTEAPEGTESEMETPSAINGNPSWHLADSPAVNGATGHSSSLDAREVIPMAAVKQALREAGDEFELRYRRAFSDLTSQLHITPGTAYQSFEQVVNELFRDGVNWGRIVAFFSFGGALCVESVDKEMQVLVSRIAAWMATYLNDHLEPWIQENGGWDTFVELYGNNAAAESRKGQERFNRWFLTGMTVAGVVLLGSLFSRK
Fam108B counter: blocks mouse Fam108B hydrolase in RBBP9 counter-screen; recombinant Fam108B, FP-Rh probe fluorescence polarization; inhibition, % at 9.51 µM; actives 0.33% (n = 300,000);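 active means inhibition above the screen mean inhibition plus 3 SD, computed separately per campaign, cut at about 18% in these data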;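 further: inhibitors lower polarization as less probe binds the enzyme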
Yeast superoxide: yeast age-related superoxide inhibition as caloric restriction mimetic. S. cerevisiae aged cells, superoxide DHE fluorescence; stronger effect = lower value. superoxide response (% of plate mean), % at 10 µM. actives 0.18% (n = 330,000). AID 2690;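 active means superoxide response under a set limit, about three screen SD below normal, cut at about 65% in these data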;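 further: yeast aged for seven days with compound at 30 °C before DHE staining; 100% = average MFI of all compound-treated wells on the plate with controls excluded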
EBNA-1 inh: blocks EBNA-1 binding to DNA; EBNA-1 DNA binding, fluorescence polarization; inhibition, % at 14.8 µM; actives 0.34% (n = 300,000); AID 1950; in the data active means inhibition above about 28%
An asterisk follows results filed as active; nt = not tested or not shown.

SMILES	ZTA counter	MEX-5 binding	GLD-1 RNA inh	Efflux pump mplx	MCL1 BIM primary	BCLXL inh	Fam108B counter	Yeast superoxide	EBNA-1 inh
CCN(CC)C(=O)C1CCCN(Cc2ccc3ccccc3c2)C1 (centres undefined)	-14	1.0	4	0.1	6	-1	-3	101	-7
CC1CCCN(C(=O)c2ccc(CNc3c(N4CCCCC4)c(=O)c3=O)cc2)C1 (centres undefined)	7	1.8	0	-0.1	8	7	0	96	1
Cc1ccc(S(=O)(=O)NCc2ccc(C(=O)N3CCN(Cc4ccccc4)CC3)cc2)cc1	0	1.4	-2	0.0	-3	2	1	92	10
O=C(OCCN1CCOCC1)c1ccccc1Cl	-2	1.0	8	-0.1	1	1	-2	93	-8
O=C(O)CC(CC(=O)Nc1ccc(N2CCOCC2)cc1)c1ccccc1 (centres undefined)	-4	-0.1	0	0.0	-1	2	-2	91	-3
O=C(Cn1c(=S)[nH]c2ncccc2c1=O)NCCc1ccccc1	14	-0.8	-3	0.0	-5	-2	2	116	-5
COc1cc(Nc2nc3ccccc3n3nnnc23)cc(OC)c1OC	-1	0.8	1	0.2	9	6	1	97	7
CCc1cc(C(=O)N(C)CC(=O)N(CC(C)C)c2c(N)n(CC(C)C)c(=O)[nH]c2=O)sc1C	3	2.5	-3	0.0	11	4	-3	99	9
O=C(Nc1ccc2oc(-c3cccc(F)c3)nc2c1)c1ccccc1F	-10	-1.3	0	0.0	-2	-2	-4	106	1
CCOC(=O)Cc1csc(N/C(=N/S(=O)(=O)c2cc(Br)ccc2OCC)c2ccccc2)n1	-7	-1.3	6	-0.2	9	5	4	99	-3
COc1ccc(NC(=O)C2CCN(S(=O)(=O)c3ccc4[nH]c(=O)oc4c3)CC2)c(OC)c1	7	1.8	-2	-0.2	1	1	5	91	-9
O=C(O)c1oc2ccc(Br)cc2c1-n1cccc1	20	-1.4	0	0.0	6	4	1	95	12
CCc1ccccc1NC(=O)c1cc(S(=O)(=O)N2CCCC2)c[nH]1	-21	-2.1	7	-0.1	7	3	2	101	2
O=C(Nc1nc2c(s1)CCCC2)C1COc2ccccc2O1 (centres undefined)	5	0.1	0	-0.1	4	3	2	100	8
COC(=O)c1ccccc1NC(=O)Nc1ccc(Cl)cn1	-3	1.0	2	0.0	3	6	3	99	5
COc1ccc(-n2cnnc2SCC(=O)Nc2cccc(S(N)(=O)=O)c2)cc1	2	-1.4	6	0.0	-8	-3	-3	98	0
Cc1c(Cl)c([N+](=O)[O-])nn1CC(=O)NCC(C)C	11	0.3	5	0.2	-1	0	3	96	11
Cc1sc2nc(SCC(N)=O)n(-c3ccccc3)c(=O)c2c1C	5	-0.9	6	-0.1	7	8	-2	94	-4
O=C(O)C1CC=CCC1C(=O)Nc1cccc(C(=O)N2CCCCC2)c1 (centres undefined)	5	-0.5	3	0.0	2	2	2	99	10
CCOC(=O)C(NC(=O)N(C)C)(Nc1sc(C)c(CC)c1C#N)C(F)(F)F (centres undefined)	-13	-0.4	6	0.7	12	14	-2	103	3
CCOC(=O)c1ccc(NC(=O)CCC(=O)NCc2ccco2)cc1	1	1.2	6	0.0	5	2	-4	106	4
CC1Cc2ccccc2N1Cc1cccc(S(=O)(=O)N(C)C)c1 (centres undefined)	-13	-0.4	4	0.1	8	3	0	80	-7
CCOC(=O)c1ccc(Nc2nc(C)cc(C)c2C#N)cc1	-3	-2.3	6	0.1	0	1	-4	74	4
COc1ccc(CN(C)C(=O)CCc2ccc(S(=O)(=O)N3CCCCCC3)cc2)c(OC)c1	-8	nt	8	0.3	6	1	nt	99	nt
COC(=O)c1sc2ncn(CC(=O)NCCc3ccc(OC)c(OC)c3)c(=O)c2c1C	-1	-0.5	0	0.2	-8	-1	-4	78	-7

Some of the entries above, reformatted:
Values run as follows: ZTA counter	MEX-5 binding	GLD-1 RNA inh	Efflux pump mplx	MCL1 BIM primary	BCLXL inh	Fam108B counter	Yeast superoxide	EBNA-1 inh
> O=C(Cn1c(=S)[nH]c2ncccc2c1=O)NCCc1ccccc1
  14	-0.8	-3	0.0	-5	-2	2	116	-5
> CC1CCCN(C(=O)c2ccc(CNc3c(N4CCCCC4)c(=O)c3=O)cc2)C1 (centres undefined)
  7	1.8	0	-0.1	8	7	0	96	1
> O=C(Nc1ccc2oc(-c3cccc(F)c3)nc2c1)c1ccccc1F
  -10	-1.3	0	0.0	-2	-2	-4	106	1
> COc1ccc(-n2cnnc2SCC(=O)Nc2cccc(S(N)(=O)=O)c2)cc1
  2	-1.4	6	0.0	-8	-3	-3	98	0

(next part)
SMILES	ZTA counter	MEX-5 binding	GLD-1 RNA inh	Efflux pump mplx	MCL1 BIM primary	BCLXL inh	Fam108B counter	Yeast superoxide	EBNA-1 inh
CC(C)(C)N1CC23C=CC(C[C@@H]2C1=O)O3 (some centres undefined)	16	1.6	1	-0.1	1	4	0	104	5
CCCn1c(=O)c2ccccc2n2c(SCc3nnc(-c4ccccc4Br)o3)nnc12	-9	3.1	5	0.2	0	-1	1	88	0
O=S(=O)(Nc1nc2ccccc2nc1Cl)c1ccccc1C(F)(F)F	4	-0.1	-3	-0.2	10	6	2	107	1
CC1CCCCC1NC(=O)CN1C(=O)CSc2cc(S(=O)(=O)N3CCCCCC3)ccc21 (centres undefined)	-22	0.0	-5	-0.2	5	3	3	110	-3
O=C(COC(=O)C1COc2ccccc2O1)NC(=O)NC1CCCCC1 (centres undefined)	-17	0.3	1	0.0	-2	6	0	106	3
COC(=O)CSc1ccc(S(=O)(=O)N2CCOCC2)cc1[N+](=O)[O-]	1	1.7	6	-7.1	2	7	2	111	3
Cc1ccc(C(=O)CN(CCCC(N)=O)S(=O)(=O)c2ccc([N+](=O)[O-])cc2)cc1	-7	nt	-3	-0.1	-3	-2	-2	109	8
CN(c1ccc(O)cc1)c1nc(O)c(C2=c3ccccc3=NC2=O)s1	-27	1.2	10	-0.1	14	13	7	114	-8
CCP(=O)(CC)C(C)(C)CP(=O)(c1ccccc1)c1ccccc1	14	1.3	3	-0.2	2	1	-1	100	3
Cc1ccccc1C(=O)c1c[nH]c(C(N)=O)c1	4	-1.2	2	0.0	-3	4	4	93	7
COc1cc(NC(C)=O)c2ncccc2c1[N+](=O)[O-]	-13	-0.1	-5	0.0	15	7	5	99	-7
CC(CCOS(N)(=O)=O)c1ccccc1 (centres undefined)	-9	3.3	4	0.0	4	3	-3	109	-18
O=C(NNC(=O)C1CC1)c1cc2cc3ccccc3nc2s1	-4	-0.7	-7	0.5	-7	2	-2	108	-12
O=C(CN(CCN1CCOCC1)C(=O)Cn1nnc(-c2ccc(F)cc2)n1)NC1CCCCC1	-16	-2.3	2	0.5	-1	5	3	116	-12
Cc1nc2nc(C)c(NS(=O)(=O)c3ccc4c(c3)CCCC4)c(=O)n2[nH]1	9	2.0	0	0.1	-1	3	-2	108	-15
Fc1ccc2c(c1)C(c1ccncc1)=NNC(c1ccc(Cl)cc1)=N2	3	0.0	1	0.0	2	5	0	105	0
COc1ccc(CN(C)C(=O)COC(=O)c2c(C)nn(-c3ccc(F)cc3)c2Cl)cc1	5	nt	7	0.1	3	4	nt	80	nt
C/C(CC(=O)Nc1ccc(Cl)cc1Cl)=N\NC(=O)C(=O)N1CCCC1	6	-1.8	6	-0.2	2	4	-3	106	3
COC(=O)c1sc(N2C(=O)C(O)=C(C(=O)c3ccc(C)o3)C2c2ccc([N+](=O)[O-])cc2)nc1C (centres undefined)	3	1.0	3	0.0	14	2	-7	111	0
COCCNC(=O)C1CC2Cn3c(nc4ccccc43)C2N1C (centres undefined)	-6	1.2	4	-0.2	-3	1	0	101	10
CCOC(=O)c1[nH]c2ccc(OC)cc2c1NS(=O)(=O)c1ccc(OC)cc1OC	18	-2.5	0	0.5	1	-9	1	103	5
CCn1c2c(c3cc(OCC(C)C)ccc31)CCCC2=O	-16	-2.0	2	0.1	2	5	3	95	-8
CCOc1ccc(S(=O)(=O)Nc2cc(Sc3ncn[nH]3)c3oc(=O)sc3c2)cc1	4	-34*	-1	0.0	10	-3	6	113	-8
O=C(COC(=O)c1ccccc1NC(=O)c1ccccc1)c1cccc([N+](=O)[O-])c1	2	2.3	9	0.0	-1	2	1	107	-3
CCCCCOc1ccc(CSCCNC(=S)Nc2ccccc2)cc1	9	0.3	0	-0.1	15	3	-32	101	-3
Next part.
SMILES	ZTA counter	MEX-5 binding	GLD-1 RNA inh	Efflux pump mplx	MCL1 BIM primary	BCLXL inh	Fam108B counter	Yeast superoxide	EBNA-1 inh
Cc1sc2ncnc(OCC(=O)N3CCN(S(=O)(=O)c4ccc(Cl)cc4)CC3)c2c1C	-7	5.5	-3	-0.1	-3	-5	2	102	8
Cc1nc(=O)cc(-c2ccccc2)n1-c1ccccc1	1	-1.9	2	0.0	2	6	-5	112	1
O=C(COC(=O)CCc1ccccc1)NC1CCS(=O)(=O)C1 (centres undefined)	9	2.6	-2	-0.2	0	5	-3	94	6
CC1CCCCN1S(=O)(=O)c1ccc(S(=O)(=O)N2CCN(c3ccc(F)cc3)CC2)cc1 (centres undefined)	-8	-1.5	3	-0.1	1	-2	1	101	-5
COc1ccc(C(=O)OCC(=O)N2CCCC2=O)c(OC)c1	0	1.0	9	0.1	19	4	-3	106	-10
O=C(/C=C/c1ccco1)NC(=S)Nc1ccc(N2CCCC2)cc1	-3	-0.6	15	-0.1	30	27	1	83	3
Cc1cccnc1NC(=O)c1ccc(Br)o1	-4	0.6	2	0.1	1	2	-1	95	1
COC(=O)c1sccc1NC(=O)Nc1cccc(F)c1	4	1.0	6	0.1	4	3	-5	156	-1
Cc1cc(NC(=O)CCN2CCN(C/C=C/c3ccccc3)CC2)ccc1Br	7	-0.2	7	-0.2	11	5	4	123	2
COc1cc2c(cc1OC)C(C(=O)Nc1cc(OC)c(OC)c(OC)c1)C(c1cccnc1)N(C)C2=O (centres undefined)	4	1.0	2	0.0	-5	2	3	106	14
COc1ccc(N(CC(=O)N/N=C/c2ccc(F)cc2)S(=O)(=O)c2ccccc2)cc1	6	2.6	2	0.1	0	1	3	115	-9
O=c1c2sccc2[nH]c(=S)n1-c1ccccc1	-3	0.9	0	-0.1	3	8	-3	111	4
Cc1ccc(C(=O)N2CCN(c3ccc(NC(=O)c4ccc5c(c4)OCCO5)cc3)CC2)cc1	-2	-0.7	-1	0.1	8	5	1	90	2
CC1CC2(C)CC(C)C1(COC(=O)Nc1ccccc1)CO2 (centres undefined)	3	3.0	-3	0.0	-9	-5	0	95	0
CNc1nc2cccnc2s1	0	1.5	1	-0.2	3	3	1	88	5
C=CCn1c(SCC(=O)N2CCc3ccccc3C2)nc2sc(CC)cc2c1=O	2	0.8	-2	0.0	4	6	-3	104	-6
CC(Sc1nnnn1C)C(=O)Nc1ccc(Oc2ccccc2)cc1 (centres undefined)	0	-1.3	8	0.2	4	6	3	119	-4
O=C(COC(=O)CCC(=O)c1cccs1)NCc1cccs1	2	2.4	2	-0.1	2	8	-2	98	3
CCN(CC)P1(=O)OC(c2cc(OC)c(OC)c(OC)c2)=Nc2c1c(C)nn2-c1ccccc1 (centres undefined)	-8	0.3	-2	0.0	-1	1	-4	123	1
O=C(Oc1cccc(/C=N/NC(=O)c2ccccn2)c1)c1ccc([N+](=O)[O-])cc1	11	-0.2	-4	0.0	3	4	0	94	7
COc1ccc(CC(=O)N/N=C/c2ccc(C)s2)cc1	5	-1.1	2	0.2	10	2	-1	98	-2
COCCCN(C(=O)CC1OC(=O)c2ccccc21)c1c(N)n(Cc2ccccc2)c(=O)[nH]c1=O (centres undefined)	7	0.0	-2	0.0	-18	-7	0	90	6
COc1ccccc1-c1c(C)nn2c(N)c(-c3ccc(Cl)cc3)cnc12	-4	2.2	5	0.0	10	8	0	97	2
COc1ccc2sc(NC(C)=O)nc2c1	-17	3.0	1	0.2	-19	-13	2	83	-4
